CCT chaperon mod – modulators of cytosolic chaperonin (CCT/TRiC) activity; purified chaperonin ATPase assay, HTRF ADP detection, 30 min; activity change, % (concentration not given with the values), hits read low; hit rate 0.3% among 360,000; AID 651819; in the data active = activity change below about -30%; note: % is set by controls: 0 for no effect and ±100 for the full control effect
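Nucleotide hydrolysis assay: TRiC at 20–40 nM final (set by batch activity) with 10 uM ATP, 30 min at 37 °C, in presence of 76 uM compound. Detection by competitive ADP HTRF, 30 min ambient.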
pAkt inh – Akt phosphorylation inhibition | activity change, % for hits at 50 µM | hit rate 0.32% among 360,000 | Neuro2A IGF-stimulated pAkt S473 HTRF, 20 min; stronger effect = lower value; in the data active = activity change below about -80%; inconclusive = mostly about -51% to -80%; note: % is set by controls: 0 for no effect and ±100 for the full control effect
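Neuro2A cells in DMEM with 0.5% FBS, overnight at 37 deg C, given compound at single 50 µM final, then IGF (6 nM final) for 20 min at 37 deg C. Lysed; phospho-Akt Ser473 by HTRF after 24 h, 665/615 ratio.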
Abeta yeast res – compounds reversing amyloid beta toxicity in yeast. hit rate 0.063% among 410,000. yeast expressing A-beta42, growth rescue, OD600, 48 h; response scale: 0% DMSO, 100% iron-clioquinol control. AID 1347071. Potency, µM (doses to about 46.1 µM), for inactives: top-dose growth rescue, hits mostly activators; note: potency is the fitted concentration of half-maximal effect; nearly all actives have a fitted effect of over 55% in size
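Yeast A-beta toxicity model in growth medium with pinned compounds, 48 h at 30 C; growth read as absorbance at 600 nm. Normalized to FeCl3/clioquinol equimolar mix (positive) and DMSO (negative).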
Nrf2 inh – blocks Nrf2 signaling; A549 ARE-Fluc reporter, luciferase luminescence, 18-24 h; Potency, µM (highest dose often 46 µM), for the others: at the top dose activity change, negative = inhibition, most hits filed as inhibitors; hit rate 2.1% among 360,000; AID 504444; note: potency is the fitted concentration of half-maximal effect; % is set by controls: 0 for no effect and ±100 for the full control effect; nearly all actives have a fitted effect of over 60% in size
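Nrf2 activity is the BugLite luminescence, read 15 min after reagent at room temperature, following CellTiter-Fluor cytotoxicity readout (30 min, 37C). Compound titrations were applied for 18-24 h to 5000 A549 ARE_Fluc cells/well in 5% FBS OPTI-MEM.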
HepG2 viability – HepG2 cytotoxicity, counter-screen for TGF-b inhibitors. HepG2 CAGA-GFP viability, ATP luminescence, 18 h. Potency, µM (titrated, usually from 46.1 µM), for the others: at the top dose activity change, negative = cytotoxicity, usual class: cytotoxic. hit rate 0.76% among 410,000. AID 588856; note: potency is the fitted concentration of half-maximal effect; some results filed as inactive show a strong effect at the top dose
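HepG2 CAGA-GFP cells (1000/well, DMEM with 1% FBS) received compound, then TGF-beta at 500 pg/mL final, and were incubated 18 hours at 37 degrees C. Viability was read by CellTiter-Glo luminescence. Media-only wells were set as complete cell-killing and DMSO as no toxicity.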
A549 viability – counter-screen for Nrf2 inhibitors: cytotoxicity in A549 cells; A549 ARE-Fluc cells, CellTiter-Fluor viability, 18-24 h; Potency, µM (doses to about 46 µM), without a hit: at the top dose activity change, negative = cytotoxicity, actives largely listed as inhibitors; hit rate 0.16% among 390,000; AID 504648; note: potency is the fitted concentration of half-maximal effect; % is set by controls: 0 for no effect and ±100 for the full control effect
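Cytotoxicity counterscreen: CellTiter-Fluor fluorescence was measured in A549 ARE_Fluc cells after 18-24 h of compound exposure in a concentration series. The subsequent BugLite luminescent read reports ARE-luciferase activity.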
Mm-Cpn inhibitor – inhibitors of Methanococcus maripaludis chaperonin (MmCpn); hit rate 0.031% among 330,000; purified Mm-Cpn ATPase, ADP Transcreener TR-FRET; Potency, µM (series often up to 76.9 µM), without a hit: top-dose activity, negative = inhibition, most hits filed as inhibitors; note: potency is the fitted concentration of half-maximal effect; % is set by controls: 0 for no effect and ±100 for the full control effect; nearly all actives have a fitted effect of over 80% in size
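Reaction buffer contained 30 mM Tris pH 7.4, 100 mM KCl, 5 mM MgCl2 and 1 mM DTT. Mm-CPN (25 nM final) hydrolysed 10 uM ATP over 30 min at 37°C; ADP was read by HTRF.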
Nrf2 activator – activators of Nrf2 (ARE) signaling; AREc32 ARE-luciferase reporter (MCF7-derived line), luminescence, 24 h; Potency, µM (titrated, usually from 46.1 µM), for the others: at the top dose activation, usual class: activators; hit rate 0.31% among 410,000; AID 624171; note: potency is the fitted concentration of half-maximal effect; % of control where 0% means no effect; nearly all actives have a fitted effect of over 65% in size
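Each well held 1000 AREc32 cells, which were incubated with compound for 24 hr at 37 deg C after overnight attachment, and ARE reporter activity was quantified by firefly luciferase luminescence.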
TGFb inhibitor – inhibitors of TGF-b signaling; AID 588855; hit rate 1.2% among 410,000; Potency, µM (highest dose often 46.1 µM), for inactives: at the highest dose activity, negative = inhibition, hits mostly inhibitors; HepG2 CAGA-GFP TGF-b/SMAD3 reporter, GFP fluorescence, 18 h; TGF-beta stimulated, 500 pg/mL final; note: potency is the fitted concentration of half-maximal effect; % is set by controls: 0 for no effect and ±100 for the full control effect; nearly all actives have a fitted effect of over 65% in size
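HEPG2 CAGA-GFP reporter cells (1000/well, DMEM with 1% FBS) received compounds, then recombinant TGF-beta at 500 pg/mL final for 18 hours at 37 degrees C. Per-cell GFP summed per well was normalised to unstimulated and stimulated DMSO controls before curve fitting.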
* hit, by the source's call; i = inactive; ? = inconclusive; . = not tested or not shown; & = joins results of further samples; [ ] = another dose, or the depositor's remark. Unless noted, calls come from the whole dose curve; as a rule, active = well fitted curve in the direction sought with a large enough effect; inconclusive = small, poorly fitted or top-dose-only effect, or another doubt; inactive = no such curve, though single readings can be large; an effect the other way counts as inactive or inconclusive.

SMILES	CCT chaperon mod	pAkt inh	Abeta yeast res	Nrf2 inh	HepG2 viability	A549 viability	Mm-Cpn inhibitor	Nrf2 activator	TGFb inhibitor
CNC(=O)COC(=O)c1cc2c(C)nn(-c3ccc(F)cc3)c2s1	-0.2	i	-3%	7%	-13%	-4%	-1%	-0.4%	14%
CCCNC(=O)C(=O)NCc1ccccn1	-1.2	i	-1%	11%	2%	2%	-1%	-0.1%	4%
COc1ccc(C(CC(=O)N2CCN(c3ccccc3)CC2)c2c(O)cc(OC)cc2OC)cc1 (stereo not given)	1.1	i	2%	-23%&7%	-14%&1%	-21%&-8%	0%	0.8%	-21%&-56%
COc1ccc(/C=N/Nc2nnc(Cc3ccccc3)c(=O)[nH]2)cc1OC	0.8	i	7%	15%	-28%	-7%	1%	3.0%	10%
O=C(Nc1ccc(F)cc1F)c1ccc2ncsc2c1	-2.2	i	-1%	29%	11%	3%	1%	2.6%	-9%
O=C(CBr)N1CCc2ccccc2C(c2ccccc2)C1 (stereo not given)	-1.0	i	-5%	9%	i	2%	-2%	8.9%	?
CCCC(C(=O)NNC(=O)c1cc(C)oc1C)c1ccccc1 (stereo not given)	-2.3	i	17%	-8%	-14%	-7%	1%	-0.1%	4%
NS(=O)(=O)c1ccc(CCNC(=O)CSc2ccc([N+](=O)[O-])cc2)cc1	-1.8	i	1%	-8%	-1%	-6%	0%	-0.7%	8%
COc1ccc2cc3cc(C(=O)NCCCN4CCc5ccccc5C4)sc3nc2c1	0.1	i	8%	?	-9%	9%	1%	3.2%	-5%
CC1(C)CC(=O)c2cc(C(=O)NCc3ccco3)c(=O)n(-c3ccc(Cl)cc3)c2C1	-1.7	i	-18%	5%	1%	-4%	-1%	0.1%	-1%
CC(C)Cn1c(-c2cccs2)nc2ccccc21	-0.3	i	-15%	-4%	-13%	0%	-19%	-0.9%	-44%
O=S(=O)(c1ccc(-c2ccccc2)cc1)N1CCCCC1	2.3	i	7%	-20%	-19%	0%	-2%	3.1%	-20%
N=C1/C(=C\c2coc3ccc(O)cc3c2=O)C(=O)N=C2SC=CN12	0.1	i	4%	3%	-2%	-9%	?	3.0%	4%
O=C1CN(C(=O)COC(=O)c2oc3ccccc3c2COc2ccccc2)c2ccccc2N1	-2.4	i	-1%	-29%	2%	-16%	-7%	0.3%	12%
COC(=O)c1cn(CC(=O)Nc2ccc(OC)cc2)c2ccccc12	2.6	i	-4%	?	-12%	-24%	0%	-0.1%	-6%
CC(C)(Cc1cc(CC(C)(C)C(=O)O)cc(C(C)(C)C)c1)C(=O)O	0.9	i	3%	-18%	2%	-7%	-1%	-1.7%	?
C=CCNC(=O)c1c(Cl)cnn1-c1ccc(C)cc1	0.7	i	9%	?	2%	1%	-4%	26%	5%
COc1ccc(COC(=O)c2n[nH]c3ccccc23)cc1F	-1.0	i	8%	22%	-8%	-10%	-2%	11%	2%
CC(C)(NC(=O)N1CCOCC1)c1cccc(C(C)(C)NC(=O)N2CCOCC2)c1	-1.0	i	4%	-4%	-38%	-8%	.	-0.3%	-3%
CCOC(=O)C1CCN(C(=O)CN(C)S(=O)(=O)c2ccc3c(c2)c(=O)n(C)c(=O)n3C)CC1	0.7	i	2%	-29%	-4%	0%	-1%	0.1%	-1%
COc1ccc2c(c1)N(C)/C(=C1/SC(=NCc3ccccc3)N(c3ccccc3)C1=O)S2	-8.4	.	-1%	8%	9%	-2%	-1%	0.1%	-5%
CCc1ccc(S(=O)(=O)c2cn(Cc3ccccc3)c3cc(F)c(F)cc3c2=O)cc1	.	.	-9%	1%	-3%	3%	.	0.7%	7%
CCc1ccccc1N(C(C)=O)c1nc(CN=C=S)cs1	-2.4	i	18%	-18%	-50%	2%	2%	5.5%	?
O=C(CSc1nc2ccccc2s1)NC1CCS(=O)(=O)C1 (stereo not given)	0.6	i	-6%	15%	-13%	-3%	-2%	3.4%	?
CCc1ccc(CNC(=O)C2Cc3cc(S(=O)(=O)N4CCCC4)ccc3N2C(C)=O)cc1 (stereo not given)	-2.7	i	1%	0%	-4%	-3%	0%	-0.2%	0%

Just TGFb inhibitor and pAkt inh (2 entries from above):
| SMILES | TGFb inhibitor | pAkt inh |
| --- | --- | --- |
| NS(=O)(=O)c1ccc(CCNC(=O)CSc2ccc([N+](=O)[O-])cc2)cc1 | 8% | i |
| COc1ccc2cc3cc(C(=O)NCCCN4CCc5ccccc5C4)sc3nc2c1 | -5% | i |

(further entries)
SMILES	CCT chaperon mod	pAkt inh	Abeta yeast res	Nrf2 inh	HepG2 viability	A549 viability	Mm-Cpn inhibitor	Nrf2 activator	TGFb inhibitor
O=C1CCCN1CCCNC(=S)Nc1ccc(Cl)cc1Cl	-2.3	i	-6%	1%	2%	0%	1%	1.9%	5%
CCc1cccc(NC(=O)CSc2ncc3c(n2)-c2ccccc2N(CC)S3(=O)=O)c1	.	.	-16%	?	-10%	-1%	.	0.6%	?
O=P(CCO)(c1ccccc1)c1ccccc1	0.4	i	-1%	0%	-7%	-3%	0%	0.2%	0%
O=[N+]([O-])c1ccc2c(c1)Nc1nc3ccccc3nc1N2	-1.5	i	8%	6%	-15%	-3%	-2%	?	-4%
CN1CCN(Cc2nc3cc(NC(=O)COc4ccc([N+](=O)[O-])cc4)ccc3n2C)CC1	0.1	i	-4%	1%	-2%	-1%	1%	0.0%	4%
CCS(=O)(=O)N1CCC(C(=O)N2CCOCC2)CC1	1.6	i	?	5%	1%	15%	-1%	-0.4%	27%
Nc1ncnc2c1ncn2[C@@H]1O[C@H](CNCc2ccc(OCC(=O)Nc3nccs3)cc2)[C@@H](O)[C@H]1O	1.0	i	10%	14%	-15%	1%	2%	-0.7%	-12%
COc1ccc2c3n(nc2c1)CCN=C3c1ccc(C)cc1	-18	i	1%	11%	-10%	1%	-1%	9.3%	2%
COc1cc(NC(=O)c2noc(C)c2[N+](=O)[O-])c(OC)cc1Cl	2.0	.	-6%	-26%	-1%	-3%	2%	12%	-8%
COc1ccc(-c2nnc(SCC(=O)N3CCCC3)o2)cc1OC	2.9	i	4%	5%	6%	6%	.	-0.7%	6%
Cc1ccc(NC(=O)CCNS(=O)(=O)c2ccccc2F)cc1S(=O)(=O)N1CCOCC1	0.2	i	1%	4%	17%	-6%	0%	0.0%	-21%
Cc1cc(=O)[nH]c(SCn2nnc3ccccc3c2=O)n1	0.1	-99%*	13%	0%	-1%	1%	-1%	0.2%	-7%
CC(C)C(=O)Nc1ccnc(-c2cccnc2)n1	-1.3	i	21%	-29%	-23%	8%	-4%	0.0%	11%
COc1cc2nc(CN(C)Cc3nc4ccccc4c(=O)[nH]3)[nH]c(=O)c2cc1OC	1.2	i	-6%	20%	-3%	0%	0%	-0.4%	51%[activator]
Cc1cc2ccccc2c(=O)n1CC(=O)NCC(=O)N1CCCC1	-0.9	i	8%	30%	-22%	11%	0%	0.2%	-28%
Cc1ccc2c(c1)N(CC(=O)N(Cc1ccccn1)Cc1ccco1)C(=O)C(C(C)C)O2 (stereo not given)	-1.7	i	16%	-23%	-10%	-7%	1%	3.0%	2%
COC(=O)C1C(c2ccccc2)C(C(=O)OCc2ccco2)C1c1ccccc1 (stereo not given)	-2.1	.	-24%	.	-13%	0%	1%	2.9%	?
Cc1ccc(C)c(N2CCN(C(=O)CCS(=O)(=O)c3cc(Br)cc4c3N(C(=O)C3CC3)CC4)CC2)c1	.	.	-3%	-22%	-11%	0%	.	0.1%	3%
O=C(NC1CCCCCC1)c1cccc(N2CCCC2=O)c1	2.0	i	21%	?	-4%	2%	0%	-1.0%	7%
Cc1ccc(N(C(=O)CNC(=O)c2ccco2)C(C(=O)NC2CCCC2)c2cccnc2)cc1 (stereo not given)	0.4	i	-7%	-17%	-22%	1%	1%	0.4%	3%
C[C@H](CO)N1C[C@H](C)[C@H](CN(C)Cc2cccc(F)c2)Oc2ncc(Br)cc2C1=O	-1.2	i	-15%	.	-30%	.	.	0.3%	-1%
O=C(OCc1nnc(-c2ccccc2)o1)C1CCN(S(=O)(=O)c2cccs2)CC1	-0.8	i	3%	-24%	-14%	0%	-5%	-1.2%	2%
CN(C)CCO[C@@H](c1ccc(Cl)cc1)c1ccccn1	-2.0	i	-14%	6%	3%	-2%	-1%	-1.5%	13%
O=C(CN1CCC(O)(c2cccc(F)c2)CC1)NCCc1c[nH]c2ccccc12	1.5	i	4%	-15%	-15%	-5%	-3%	-0.4%	2%
CC1=C(C(=O)OCc2ccccc2)C(c2cccc([N+](=O)[O-])c2)NC(=O)N1CCCCCC(=O)O (stereo not given)	-1.4	i	-2%	-15%	-3%	1%	-1%	4.1%	-4%
Cc1ccccc1C(=O)Nc1ccnn1C1CCN(C2CCSCC2)CC1	-4.1	i	-5%	3%	0%	5%	2%	0.4%	17%

Molecules above with bromine (three):
SMILES	CCT chaperon mod	pAkt inh	Abeta yeast res	Nrf2 inh	HepG2 viability	A549 viability	Mm-Cpn inhibitor	Nrf2 activator	TGFb inhibitor
O=C(CBr)N1CCc2ccccc2C(c2ccccc2)C1 (stereo not given)	-1.0	i	-5%	9%	i	2%	-2%	8.9%	?
Cc1ccc(C)c(N2CCN(C(=O)CCS(=O)(=O)c3cc(Br)cc4c3N(C(=O)C3CC3)CC4)CC2)c1	.	.	-3%	-22%	-11%	0%	.	0.1%	3%
C[C@H](CO)N1C[C@H](C)[C@H](CN(C)Cc2cccc(F)c2)Oc2ncc(Br)cc2C1=O	-1.2	i	-15%	.	-30%	.	.	0.3%	-1%

Screens deposited in PubChem by National Center for Advancing Translational Sciences (NCATS).
